RAD52 inh: blocks human RAD52 DNA annealing; P43351; recombinant RAD52 DNA annealing, FRET fluorescence; inhibition, % at 18.7 µM; 0.46% of 360,000 active; AID 651710;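 active = every replicate showing at least 50% inhibition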
Target sequence (P43351 whole entry, looked up): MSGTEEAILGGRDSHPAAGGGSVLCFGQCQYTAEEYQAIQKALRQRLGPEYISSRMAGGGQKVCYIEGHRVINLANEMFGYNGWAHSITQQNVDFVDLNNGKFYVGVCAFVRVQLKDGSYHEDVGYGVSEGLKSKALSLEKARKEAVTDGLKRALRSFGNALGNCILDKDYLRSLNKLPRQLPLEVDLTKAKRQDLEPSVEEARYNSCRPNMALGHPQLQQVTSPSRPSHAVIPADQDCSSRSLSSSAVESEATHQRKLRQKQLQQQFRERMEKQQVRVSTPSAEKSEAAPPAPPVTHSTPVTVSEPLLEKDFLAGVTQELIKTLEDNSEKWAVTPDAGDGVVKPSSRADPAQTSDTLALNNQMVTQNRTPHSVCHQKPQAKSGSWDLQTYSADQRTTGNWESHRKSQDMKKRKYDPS
Xi reactivation: X-chromosome reactivation activator. AID 743238. 0.055% of 360,000 active. XiGFP mouse fibroblasts, % GFP-positive cells imaging, 3 d; cells co-treated with 5-aza-dC sensitizer; scaled so ellipticine positive control = 100%. activation, % at 7.58 µM;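 active = mean normalized replicate activation at least 10% and every replicate at or above 10%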;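 also: 0% = median of on-plate neutral control wells and 100% = ellipticine 6 µM median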
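material = 68-5-11 XiGFP fibroblast line | medium = DMEM plus 5-aza-dC sensitizer | schedule = 3 days compound exposure | benchmarks = positive control ellipticine, 6 µM final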
F508del corr: CFTR F508del correction in bronchial cells; activity (quench increase), % at 7.58 µM; 0.36% of 350,000 active; AID 720511; CFBE cells, YFP halide quenching; stimulated with forskolin plus potentiator P3; % fluorescence drop versus neutral controls;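 active = mean added fluorescence quench of at least 8% versus neutral control, with both replicates also reaching 8%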;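 also: cells transiently co-express mutant CFTR-F508del with the halide-sensitive YFP; corrector assay measuring rescue of mutant channel to the surface after 24 h compound exposure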
INS-1E GSIS act: primary screen for activators of insulin secretion dependent on glucose, INS-1E cells, GLuc reporter luminescence | INS-1E GLuc reporter insulin secretion, 2-3 h | activation, % at 16.6 µM | 0.61% of 370,000 active;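 active = lowest replicate activation of at least 40%, so every replicate reaches that level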;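 also: 0% = median of neutral control wells and 100% = median of IBMX positive control wells; some compounds called inactive have numbers as strong as hits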
esBAF inh: inhibitors of esBAF chromatin remodeling in mouse ES cells. Bmi1-luciferase knock-in reporter, 24 h; 100% = twice the neutral-well signal. reporter increase, % at 12.5 µM. 2% of 350,000 active. AID 602393; in the data active = activation above about 40%;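 also: 0% = median of the plate's neutral control wells and 100% = double that signal; a rise in the Bmi1 reporter signal indicates esBAF inhibition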
RAD54 inh: blocks human RAD54 Holliday junction branch migration; AID 602329; 0.14% of 360,000 active; inhibition, % at 10.4 µM; Q92698; FAM/BHQ fluorescence;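 active = mean normalized replicate activity at least 40 and at least half of replicates scoring 40 or more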;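 also: 0% = median of neutral control wells and 100% = median of positive control wells; inhibitors cause a drop in the FAM fluorescence signal; in these data hits start at about 50%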
ARNT-TACC3 inh: disrupts binding between human ARNT and TACC3 | Q9Y6A5 | AlphaScreen His-ARNT PAS-B/GST-TACC3 binding, luminescence; TACC3 fragment carries E629A point mutation | inhibition, % at 9.99 µM | 0.66% of 390,000 active | AID 623870;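 active = mean inhibition of replicates at least 50% and at least half of replicates each reaching 50%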;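 also: 0% = complete ARNT plus TACC3 wells and 100% = ARNT alone without TACC3; many hits fall short of the cut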
ERAP1 inh: ERAP1 (human) enzyme inhibition; recombinant ERAP1, Leu-AMC fluorescence, 60 min; inhibition, % at 10.7 µM; 0.15% of 340,000 active; AID 652197;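 active = mean replicate inhibition of at least 30%, or all replicates individually reaching that 30% level; inactive = mean below 30% and not every replicate reaching it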;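 also: 0% = neutral control wells and 100% = L-leucinethiol positive control wells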
* = called active by the depositor; · = not tested or not shown; & = joins results of further samples.

SMILES	RAD52 inh	Xi reactivation	F508del corr	INS-1E GSIS act	esBAF inh	RAD54 inh	ARNT-TACC3 inh	ERAP1 inh
CN(C)CCNC(=O)Cn1ccc2cc(S(=O)(=O)N3CCCCC3)ccc21	-1	0.0	0.5	0	3	7	-3	-1
CC(C)C(c1nnnn1Cc1ccco1)N1CCC(C(N)=O)CC1 (stereo not given)	·	·	·	-5	-6	-11	-1	·
CCn1c2c(n(C(C)=O)c1=O)C=C(C(=O)N1CCCC1)C(C)C(c1ccccc1)=C2 (stereo not given)	-34	-0.2	1.7	2	·	·	·	-4
Cc1noc(C)c1NC(=O)Nc1cccc2c1O[C@H](CN(C)C(=O)Nc1ccc3c(c1)OCO3)[C@@H](C)CN([C@@H](C)CO)C2=O	-7	-0.6	0.6	13	1	1	5	1
Cc1c(NC(=O)Oc2ccccc2)sc(=S)n1C	·	·	·	-1	10	-4	-2	·
C[C@@H]1CN([C@@H](C)CO)S(=O)(=O)c2ccc(-c3ccc(C(=O)N(C)C)cc3)cc2O[C@@H]1CN(C)C(=O)C1CCOCC1	-1	-0.2	-0.8	-1	-2	4	-12	2
CN(C)CCCC1(O)c2ccccc2CCc2ccccc21	3	0.1	0.9	·	-6	·	-6	0
OCCC1CN(Cc2cccn2-c2cccnc2)CCN1Cc1ccc(F)cc1 (stereo not given)	-13	0.1	-0.4	6	4	-5	-7	10
Cc1onc(-c2ccccc2Cl)c1C(=O)NCc1ccc(F)cc1	-24	0.2	3.1	4	-6	-9	-19	-2
Cc1ccc([C@H]2N[C@]3(CCCN(Cc4ccccc4)C3=O)[C@H]3C(=O)N(Cc4ccccc4)C(=O)[C@@H]23)cc1	-7	0.2	1.2	-9	-2	2	·	0
CCCCNC(=O)C1(C)CCN1Cc1ccc(C(=O)OCC)cc1 (stereo not given)	-8	0.1	1.6	12	-5	0	·	2
O=C1CNC[C@H]2[C@@H](c3ccc(C4=CCCC4)cc3)[C@H](CO)N12	-5	0.0	0.5	8	·	·	·	0
CCCCCCCCN1C(=O)[C@@H](CC(=O)NCCCCc2ccccc2)C[C@@]2(C(=O)OC)C1=C[C@H](C(C)(C)C)O[C@@H]2C	-19	0.1	-2.3	·	·	·	·	-5
COc1ccc(C)cc1NC(=O)CO/N=C(\N)CC(=O)Nc1ccccc1OC	-26	0.5	0.2	6	-3	-4	0	4
C[C@H]1CN([C@@H](C)CO)C(=O)Cc2cc(NS(=O)(=O)c3cn(C)cn3)ccc2O[C@@H]1CN(C)S(=O)(=O)c1ccc(Cl)cc1	2	5.2	1.1	2	-5	3	6	0
CCC(=O)N1CCC2(CC1)CN(CC1CCOCC1)[C@H](CO)c1c2c2ccc(OC)cc2n1C	-332	0.1	0.1	-8	·	·	·	3
COc1ccc(S(=O)(=O)N(C)C[C@H]2Oc3c(cccc3N(C)C)C(=O)N([C@H](C)CO)C[C@@H]2C)cc1	-15	0.9&0.0	5.0&-3.1	-9&-12	3&-2	-4&1	-5&-1	3
S=C(NCCc1ccccc1)Nc1nccs1	-10	0.1	9.2*	2	33	4	-1	-2
O=C(NC(=S)Nc1ccc(Br)cc1F)C1CCCCC1	-6	0.0	3.4	·	27	7	-3	-1
CCC(=O)N1CC[C@@H]2[C@@H](CO)Nc3ccc(C#Cc4ccccc4F)cc3[C@@H]21	-16	0.3	-1.4	3	·	·	·	-3
CCc1ccc(/C=C2\SC(=S)N(CCC(=O)Nc3cc(C)on3)C2=O)cc1	-304	0.3	-0.2	12	·	·	·	2
Cc1ccc(/C=c2\s/c(=C(/C#N)C(=O)N3CCCC3)n(Cc3ccco3)c2=O)s1	-83	·	·	·	-11	-5	4	10
COC(=O)c1c(-c2ccccc2)[nH]c(-c2nccc3ccccc23)c1C(=O)OC	-75	0.2	-3.3	·	·	·	·	1
COc1ccc(NC(=O)c2nnn(Cc3ccc(SC)cc3)c2N)c(OC)c1	-1	0.2	-1.4	-6	8	-3	-6	-3
C[C@@H]1CN([C@H](C)CO)C(=O)c2cc(-c3ccc(C#N)cc3)cnc2O[C@H]1CN(C)C(=O)Nc1ccccc1	11	0.3	-1.0	-2	6	-3	-3	2
Clc1ccccc1Sc1ccc(-c2ccccn2)s1	-8	0.0	-2.5	-4	·	20	·	3
O=C(N/C(=C/c1ccccc1)C(=O)N1CCOCC1)c1ccc([N+](=O)[O-])cc1	-17	0.2	-5.4	-3	0	3	·	-1
COc1ccccc1NC(=O)C1CCCN(c2ncnc3c2nc2n3CCCCC2)C1 (stereo not given)	-3	0.0	3.3	5	2	1	27	1
CCN1C(=O)CC(NCc2ccc(S(N)(=O)=O)cc2)C1=O (stereo not given)	-15	-0.1	1.3	-1	-3	-5	3	-2
Cc1cc(N(C)/N=C/c2ccccc2)nc(-c2ccccc2O)n1	-5	-0.2	1.9	-2	·	·	-8	0

Complete entries from above. Order of values: RAD52 inh	Xi reactivation	F508del corr	INS-1E GSIS act	esBAF inh	RAD54 inh	ARNT-TACC3 inh	ERAP1 inh
`COc1ccc(S(=O)(=O)N(C)C[C@H]2Oc3c(cccc3N(C)C)C(=O)N([C@H](C)CO)C[C@@H]2C)cc1` as listed: -15	0.9&0.0	5.0&-3.1	-9&-12	3&-2	-4&1	-5&-1	3
`CCCCNC(=O)C1(C)CCN1Cc1ccc(C(=O)OCC)cc1` (stereo not given) as listed: -8	0.1	1.6	12	-5	0	·	2
`C[C@@H]1CN([C@@H](C)CO)S(=O)(=O)c2ccc(-c3ccc(C(=O)N(C)C)cc3)cc2O[C@@H]1CN(C)C(=O)C1CCOCC1` as listed: -1	-0.2	-0.8	-1	-2	4	-12	2

Additional records:
SMILES	RAD52 inh	Xi reactivation	F508del corr	INS-1E GSIS act	esBAF inh	RAD54 inh	ARNT-TACC3 inh	ERAP1 inh
C[C@@H]1CN([C@@H](C)CO)C(=O)c2cccc(NS(=O)(=O)c3cccs3)c2O[C@H]1CN(C)S(=O)(=O)c1cn(C)cn1	5	-0.2	2.1	3	-2	8	-3	-1
COc1ccccc1N1CCN(C2CCC(C)CC2)CC1 (stereo not given)	2	0.1	-1.0	11	-2	-7	-29	-2
NC1=NC(=O)/C(=C/c2ccc(Br)cc2)S1	-35	0.0	-3.4	2	0	10	0	2
CC(C)CC(=O)Nc1nnc(S(=O)(=O)N(C)c2ccc(Cl)cc2)s1	-9	0.4	-2.1	0	-2	2	-7	2
CCCC#Cc1ccc([C@H]2[C@@H](CO)N3C(=O)CN(C(=O)c4cccnc4)C[C@H]23)cc1	-1	0.0	-1.6	-4	·	·	·	-2
Cc1cc(C)n2nc(S(=O)(=O)NC3CCCCC3)nc2n1	-2	0.2	2.4	1	-1	-11	·	-5
Cc1ccc(N(Cc2ccccc2F)S(C)(=O)=O)c(C)c1	-6	0.1	-1.0	13	·	·	-19	-1
CN(C)CCN(C(=O)c1ccc2c(c1)OCCO2)c1nc2c(Cl)cccc2s1	27	0.3	2.7	6	-1	51*	15	-5
C[C@H]1CCCCO[C@@H](CN(C)Cc2ccc(C(=O)O)cc2)[C@@H](C)CN([C@@H](C)CO)C(=O)c2cc(NS(=O)(=O)c3ccc(Cl)cc3)ccc2O1	-8	0.1	-3.3	-2	-1	-7	1	10
O=C(c1cc(S(=O)(=O)N2CCCCC2)ccc1F)N1CCCCC1	3	·	2.8	8	-4	7	-5	-2
Cc1noc(C)c1NC(=O)N[C@H]1CC[C@@H](CCNC(=O)C2CCC2)O[C@H]1CO	7	-0.6	-1.3	5	-3	-4	-6	-2
CNC(=O)c1cc(NC(=O)CCn2nc(-c3ccc(C)cc3)c3ccccc3c2=O)ccc1OC	-26	0.0	-1.4	11	·	-6	·	·
Cc1nc2ccccc2n1Cc1ccccc1	-16	0.0	-1.1	16	0	1	1	-2
COc1ccc(CN(C(=O)c2oc3ccccc3c2C)C2CCS(=O)(=O)C2)cc1OC (stereo not given)	·	·	·	11	-9	6	2	·
Cc1c(NS(=O)(=O)c2cc(C(=O)OCC(=O)N3CCC(C)CC3)ccc2Cl)c(=O)n(-c2ccccc2)n1C	-4	0.0	-0.4	-15	6	·	-4	1
O=C(O)c1cccc(-n2cccc2/C=C2\NC(=O)N(Cc3ccc(F)cc3)C2=O)c1	-65	0.1	-1.5	-12	·	·	0	0
COCCCn1c(=N)c(C(=O)NCc2ccc3c(c2)OCO3)cc2c(=O)n3cccc(C)c3nc21	-10	0.1	4.7	13	·	·	-7	1
O=S(=O)(Nc1cccc2ccccc12)c1ccccc1	-16	-0.1	-0.2	20	·	·	-13	0
Cc1ccc(S(=O)(=O)N2CCCCC2)cc1C(=O)NCC1CCCO1 (stereo not given)	-23	0.1	1.6	7	-10	-2	-16	3
Cc1noc(C)c1S(=O)(=O)Nc1ccc2c(c1)C(=O)N([C@H](C)CO)C[C@H](C)[C@@H](CN(C)S(=O)(=O)c1cccs1)OCCCC[C@@H](C)O2	·	0.1	0.5	-15	-6	-12	-3	·
COC(=O)CSc1nc(C)cc(N2CCOCC2)n1	2	0.0	1.5	22	·	·	-7	-5
CO[C@@H]1CN(C)C(=O)c2cc(NC(=O)Nc3ccc(Cl)cc3)ccc2OC[C@H](C)NC[C@@H]1C	25	0.4	1.5	9	7	10	11	-1
CCNC(=O)[C@H]1[C@H](CO)[C@H]2Cn3c(cccc3=O)[C@@H]1N2CC1CCOCC1	-5	0.4	-0.1	4	·	·	·	-2
C[C@@H]1CN([C@H](C)CO)S(=O)(=O)c2ccc(C#Cc3ccccc3)cc2O[C@@H]1CN(C)S(=O)(=O)c1cn(C)cn1	-12	-1.2	0.4	-21	5	-5	-6	3
CNC(=S)N1N=C(c2ccc(Br)cc2)CC1c1ccc(N(C)C)cc1 (stereo not given)	-97	0.1	2.1	-3	·	·	-5	1
CC1(c2ccc(OCC#N)cc2)C=C(c2ccc(OCC#N)cc2)n2nc(C(F)(F)F)nc2N1 (stereo not given)	-15	0.0	3.8	-1	·	·	-4	15
C[C@@H]1CN([C@@H](C)CO)S(=O)(=O)c2ccc(Br)cc2O[C@@H]1CN(C)Cc1ccccc1	-1	-0.4	0.0	3	-4	-2	4	5
COc1cc(NC(=O)c2cccc([N+](=O)[O-])c2C)ccc1NC(=O)c1ccco1	-8	0.1	1.1	0	·	0	-3	4
CC(C)c1ccc(C(C)NCCS(=O)(=O)c2ccc(Cl)cc2)cc1 (stereo not given)	-8	0.2	4.2	-24	4	-4	-17	2
C[C@@H]1CN([C@@H](C)CO)C(=O)Cc2cc(NC(=O)Nc3ccc4c(c3)OCO4)ccc2O[C@@H]1CN(C)S(=O)(=O)c1cccs1	·	0.0	-2.5	-19	6	1	3	·
NCCc1nnc(SCC(=O)Nc2ccc(Br)cc2)o1	2	0.1	-1.7	7	-3	5	-15	-1
COc1ccc(S(=O)(=O)Nc2nc3c(s2)CCCC3)cc1	-23	0.0	0.4	8	·	·	-9	1
CCC1CN(C)C2Cc3c([nH]c4ccccc34)C(=O)CC1C2C(=O)OC (stereo not given)	-3	·	-0.8	-7	1	-8	-7	0
COC(=O)CCCNC(=O)c1ccc2oc(CCCc3ccccc3)nc2c1	10	-0.1	-0.1	·	38	4	-2	3
C[C@@H]1CN([C@@H](C)CO)S(=O)(=O)c2ccc(C#CC3(O)CCCC3)cc2O[C@H]1CN(C)C(=O)c1cccnc1	-11	0.7	-2.3	7	3	1	-5	1
N/C(=N\OC(=O)CCCC(=O)O)c1ncc(C(F)(F)F)cc1Cl	-10	0.0	-0.5	·	-7	·	-8	6
CC(=O)C1=C(O)C(=O)N(Cc2ccccc2)C1c1cccc([N+](=O)[O-])c1 (stereo not given)	12	0.0	4.8	-4	2	-1	14	2
CO[C@H]1CC[C@H]2CCN(C)C(=O)C[C@H](c3ccccc3)CN(C)C(=O)c3cccc(C#N)c3OC[C@@H]1O2	-17	0.0	·	14	-7	2	-6	0
COc1ccc(CNC(=O)C(=O)NC2CCC(C)CC2)cc1 (stereo not given)	-9	0.1	5.3	-4	-4	11	-1	·
COc1ccc(C)cc1NS(=O)(=O)c1cn(C)c(=O)n(C)c1=O	-5	0.1	-4.6	16	-3	1	-7	0

Source: PubChem BioAssay (Broad Institute)
